# Bioassay records deposited in PubChem by National Center for Advancing Translational Sciences (NCATS).
# a7 integrin act: qHTS for Activators of Integrin-Mediated Alleviation for Muscular Dystrophy | alpha7betagal myoblasts, beta-gal FDG fluorescence, 48 h | Potency, µM (highest dose often 38.3 µM), for inactives: at the highest dose activation, most hits filed as activators | 350,000 compounds, 0.064% hits;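 also: potency is read from the fitted curve at half-maximal effect; 100% = response of the positive control SU9516; nearly all actives have a fitted effect of over 60% in size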
#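 alpha7betagal+/- myoblasts (passage 13, 250/well) treated 48 h at 37C with compounds at 1:260 dilution of DMSO stock. Lysed, then beta-galactosidase activity read as FDG fluorescence (ex 480/em 540) after 30 min, with pre-read for autofluorescence.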
# PTAP TSG101 blk: qHTS Assay for Iinhibitors of HIV-1 Budding by Blocking the Interaction of PTAP/TSG101. Fluorescence polarization, FITC-PTAP peptide / Tsg101 binding. Potency, µM (doses to about 115 µM), for inactives: at the top dose activity change, negative = inhibition, hits mostly inhibitors. 340,000 tested, under 10 active. AID 493005, 2010; active = well fitted inhibition curve with a large enough effect in the main read-out, with a control signal flat, not every such curve was filed as active; inconclusive = small, poorly fitted or top-dose-only effect, or effect the other way, or a change in a side signal; inactive = no such curve, though single readings can be large or run the other way; also: potency is read from the fitted curve at half-maximal effect; % of control where 0% means no effect
#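 Tsg101 binding domain (10 uM final) was mixed with compound and a FITC-labeled PTAP peptide (50 nM final) in HEPES pH 7.5 buffer with NaCl, Tween 20, EDTA and TCEP; fluorescence polarization was read after 20 min at r.t.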
# Tb PFK inh: qHTS Assay to Find Inhibitors of T. brucei phosphofructokinase; T. brucei PFK, ADP-Glo luminescence; Potency, µM (top dose mostly 57.5 µM), for inactives: at the highest dose activity, negative = inhibition, actives largely listed as inhibitors; 330,000 compounds, 0.17% hits;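 also: potency is read from the fitted curve at half-maximal effect; 0% = uninhibited 1x PFK enzyme wells and -100% = no-enzyme wells; nearly all actives have a fitted effect of over 60% in size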
#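 Compounds were pin-transferred as a titration series up to 57 uM into substrate buffer (0.5 mM F6P, 0.1 mM ATP, pH 8.0), then 1.25 nM PFK was added and reactions ran 45 min before ADP-Glo detection.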
# S-ASM inh: Inhibitors of Secretory Acid Sphingomyelinase (S-ASM): qHTS | placental ASM, HMU-PC fluorogenic substrate, 60 min | Potency, µM (highest dose often 57.5 µM), for the others: at the top dose activity change, negative = inhibition, usual class: inhibitors | 340,000 compounds, 0.006% hits | AID 504937, 2011; also: potency is read from the fitted curve at half-maximal effect
# Target sequence (P17405 47-631 limits assumed): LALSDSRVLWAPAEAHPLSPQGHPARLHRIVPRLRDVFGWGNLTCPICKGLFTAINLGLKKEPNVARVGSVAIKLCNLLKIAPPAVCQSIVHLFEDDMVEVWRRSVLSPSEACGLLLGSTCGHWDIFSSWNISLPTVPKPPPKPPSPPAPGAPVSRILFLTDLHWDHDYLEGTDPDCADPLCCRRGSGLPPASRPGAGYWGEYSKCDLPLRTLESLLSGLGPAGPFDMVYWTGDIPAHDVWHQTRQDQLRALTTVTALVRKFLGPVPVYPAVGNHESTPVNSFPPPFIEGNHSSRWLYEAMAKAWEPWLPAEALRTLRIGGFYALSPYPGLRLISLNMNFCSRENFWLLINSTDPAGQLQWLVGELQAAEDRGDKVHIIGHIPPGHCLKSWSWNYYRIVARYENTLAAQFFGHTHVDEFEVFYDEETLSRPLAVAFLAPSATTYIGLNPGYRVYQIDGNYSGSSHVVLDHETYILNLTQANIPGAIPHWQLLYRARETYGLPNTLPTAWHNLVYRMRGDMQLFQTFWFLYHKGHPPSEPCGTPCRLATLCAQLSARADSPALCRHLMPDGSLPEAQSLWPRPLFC
#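 qHTS format. ASM enzyme prepared from human placenta hydrolyses the fluorogenic substrate HMU-PC0 (9 uM final) over 60 min at 37 °C after a 10 min compound preincubation.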
# Eya2 inh: qHTS Assay for Inhibitors of the Phosphatase Activity of Eya2 | Protein phosphatase EYA2 (Homo sapiens), O00167 | recombinant Eya2, OMFP fluorescence dephosphorylation (OMFP is methylfluorescein phosphate) | Potency, µM (highest dose often 76.9 µM), for inactives: top-dose activity, negative = inhibition, usual class: inhibitors | 330,000 compounds, 0.006% hits | AID 488837, 2010; also: potency is read from the fitted curve at half-maximal effect; % is scaled to controls: 0 for no effect and ±100 for the full control effect
# Target sequence (O00167 whole entry, looked up): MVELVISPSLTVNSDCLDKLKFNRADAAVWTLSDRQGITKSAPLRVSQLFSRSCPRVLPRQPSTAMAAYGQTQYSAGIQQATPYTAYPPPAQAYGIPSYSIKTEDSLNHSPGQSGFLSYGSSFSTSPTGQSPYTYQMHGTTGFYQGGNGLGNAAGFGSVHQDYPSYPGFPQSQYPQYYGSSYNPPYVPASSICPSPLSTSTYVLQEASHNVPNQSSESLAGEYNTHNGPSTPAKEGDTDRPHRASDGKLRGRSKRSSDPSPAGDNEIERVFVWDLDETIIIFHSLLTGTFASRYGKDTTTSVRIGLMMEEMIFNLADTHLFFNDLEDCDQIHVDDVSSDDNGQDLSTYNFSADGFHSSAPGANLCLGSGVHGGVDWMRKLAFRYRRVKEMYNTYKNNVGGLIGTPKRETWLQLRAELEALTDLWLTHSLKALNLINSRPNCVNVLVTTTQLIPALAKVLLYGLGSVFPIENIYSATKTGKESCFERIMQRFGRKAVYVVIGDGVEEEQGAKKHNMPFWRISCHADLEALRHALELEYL
#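 Eya2 protein (added as 0.2 uM solution) was preincubated with compound for 10 min at ambient temperature in 50 mM HEPES pH 7.5, 50 mM NaCl, 5 uM MgCl2, 0.05% BSA, 1 mM DTT. OMFP (added at 50 uM) then reacted 10 min; fluorescence read at 485/525 nm.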
# TSHR antag: Antagonists of the Thyroid Stimulating Hormone Receptor: HTS campaign; TSHR-expressing cells, TSH-stimulated cAMP HTRF, 2 h; stronger effect = lower value; activity change, negative = inhibition, % at 11.5 µM; 330,000 compounds, 0.2% hits; AID 504810, 2011;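 active = activity change below a set negative limit, meaning inhibition stronger than a set level, cut at about -70% in these data; inconclusive = activity change between two set negative limits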; also: % is scaled to controls: 0 for no effect and ±100 for the full control effect
#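 Competitive HTRF cAMP read-out (cryptate anti-cAMP antibody, cAMP-d2; 30 min, room temperature) in freshly harvested TSHR cells. Compounds added before TSH at EC80 (4nM final), followed by 2 hours' incubation at 37 deg C.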
# ELG1 DNA repair: qHTS screen for small molecules that inhibit ELG1-dependent DNA repair in human embryonic kidney (HEK293T) cells expressing luciferase-tagged ELG1; HEK293T ELG1-luciferase reporter, luminescence, 16 h; DNA damage induced by 5-fluorouridine; Potency, µM (highest dose often 46.1 µM), without a hit: at the highest dose activity change, negative = inhibition, actives largely listed as inhibitors; 330,000 compounds, 2.3% hits; also: potency is read from the fitted curve at half-maximal effect; % is scaled to controls: 0 for no effect and ±100 for the full control effect; nearly all actives have a fitted effect of over 55% in size
#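 5-Fluorouridine DNA damage + compound/DMSO, 2,000 cells/well, 16 h, 37 °C/5% CO2. ONE-Glo, 30 min RT, luminescence. Readout = decrease in reporter signal.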
# AT treatment: qHTS Assay for Identifying a Potential Treatment of Ataxia-Telangiectasia. Potency, µM (doses to about 57.5 µM), inactives show top-dose activation, actives largely listed as activators. 320,000 compounds, 0.19% hits. AID 485349, 2010. […] A-T fibroblasts, KAP-1 phosphorylation AlphaLISA; neocarzinostatin DNA damage 30 min before lysis; also: potency is read from the fitted curve at half-maximal effect; % of control where 0% means no effect; nearly all actives have a fitted effect of over 45% in size
#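 ATM-like activity read as KAP-1 phosphorylation via AlphaLISA donor/acceptor antibody pairs after lysis and 6 hr at 25C. Cells were ATM-null patient fibroblasts ([…], hTERT), dosed 60 min, then exposed to the DSB inducer NCS for 30 min.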
# BCR signal inh: qHTS Assay to Find Inhibitors of Chronic Active B-Cell Receptor Signaling | ABC-DLBCL IkBa-CBG/CBR reporter, luminescence ratio, 4 h | AID 493014, 2011 | 340,000 compounds, 0.05% hits | Potency, µM (doses to about 46.1 µM), without a hit: at the highest dose ratio change, negative = lower green/red ratio, most hits filed as inhibitors; active = well fitted inhibition curve with a large enough effect in the signal ratio, with a control signal flat, not every such curve was filed as active; inconclusive = small, poorly fitted or top-dose-only effect, or effect the other way, or a change in a side signal; the % refers to the signal ratio;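 also: potency is read from the fitted curve at half-maximal effect; plate controls were basal doxycycline-induced cells for no effect and cells given 10 µM MG132 for full effect; MG132 reads +100%, hits lower the ratio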
#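 TMD8 ABC-DLBCL cells carrying doxycycline-inducible green luciferase fused to IkappaBalpha plus unfused red luciferase were exposed to compounds (up to 46 uM) for 4 hrs at 37C. Activity came from the overlap-corrected green/red luminescence ratio.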
# TCR act: Activators of T cell receptors: qHTS campaign; primary human leukocytes, anti-CD3, IL-2 HTRF, 48 h; Potency, µM (top dose mostly 9.22 µM), for the others: at the highest dose activation of IL-2 secretion, hits mostly activators; 330,000 tested, under 10 active; AID 504894, 2011; also: % of control where 0% means no effect
#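 Compounds are tested in HTS on primary human leukocytes co-incubated with a-CD3 beads for 48 hr. IL-2 output is measured by time-resolved FRET.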
# Mito fusion yeast: qHTS Assay for Small Molecule Inhibitors of Mitochondrial Division or Activators of Mitochondrial Fusion | 320,000 compounds, 0.23% hits | AID 485298, 2010 | Potency, µM (series often up to 46.1 µM), inactives show at the highest dose growth rescue (activation), actives largely listed as activators | S. cerevisiae fusion-defective mutant growth rescue, CellTiterGlo 48 h;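 also: potency is read from the fitted curve at half-maximal effect; % of control where 0% means no effect; nearly all actives have a fitted effect of over 45% in size; temperature-sensitive fusion mutants such as fzo1-1 at 37 °C on non-fermentable ethanol glycerol medium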
#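 Read-out: ATP-based luminescence (CellTiterGlo, 10 min ambient) reporting growth of fusion-defective ts yeast after 48 hours at 37C on glycerol/ethanol YPEG medium in the presence of compound.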
# Numbers without * were called inactive; ? = inconclusive; . = not tested or not shown; & = joins results of further samples; [ ] = another dose, or the depositor's remark. Unless noted, calls follow the shape of the dose curve; as a rule, active = well fitted curve in the direction sought with a large enough effect; inconclusive = small, poorly fitted or top-dose-only effect, or another doubt; inactive = no such curve, though single readings can be large; an effect the other way counts as inactive or inconclusive.
molecule	a7 integrin act	PTAP TSG101 blk	Tb PFK inh	S-ASM inh	Eya2 inh	TSHR antag	ELG1 DNA repair	AT treatment	BCR signal inh	TCR act	Mito fusion yeast
O=C1c2cccc3cc([N+](=O)[O-])cc(c23)C(=O)N1CCN1CCCC1	-68%[inhibitor]	-19%	-8%	-4%	?	-18	?	15%	?	0%	-2%
COc1cc(C2NC(=O)NC(O)(C(F)(F)F)C2C(=O)c2ccc(Cl)cc2)ccc1O (stereo not given)	-7%	-3%	0%	2%	-1%	10	-20%	-1%	-8%	-3%	10%
O=S1(=O)[C@H]2C[C@H](CO)O[C@@]2(CO)CN1Cc1ccc(-c2ccc(F)cc2)cc1	11%	1%	-1%	7%	3%	-2	?	4%	?	4%[46.1 µM]	.
CCC1C(C#N)=C(SC)NC2=C1C(=O)CC(C)(C)C2 (stereo not given)	-5%	-7%	-7%	47%[activator]	-4%	-8	-23%	11%	6%	1%	14%
Cc1ccc(S(=O)(=O)N2CCC(C(=O)NN3CCCCC3)CC2)cc1	27%	0%	-12%	-1%	13%	6	7%	0%	1%	2%	-3%
CCc1ccc(/C=C2\Oc3c(ccc(O)c3CN3CCN(CCO)CC3)C2=O)cc1	-8%	?	-1%	4%	4%	-13	-17%	4%	?	1%	-1%
COc1cc(CN2CCCCC2)ccc1OCc1ccccc1	0%	0%	-9%	1%	-7%	1	?	12%	0%	5%	-3%
CCC(=O)n1nc(-c2cccnc2)nc1NCc1cccs1	-7%	1%	0%	4%	-1%	-2	9%	-5%	-1%	6%	2%
CN1CCN(S(=O)(=O)c2ccc(N)cc2)CC1	-8%	1%	-2%	3%	-15%	-5	3%	-1%	9%	-2%[46.1 µM]	-2%
COc1ccc(NC(=O)c2ccccc2NC(=O)COc2ccccc2)cc1	28%	-6%	2%	-2%	1%	1	6%	4%	-4%	-12%	-3%

# Entries of single compounds, quoted from the list. Values in the order: a7 integrin act	PTAP TSG101 blk	Tb PFK inh	S-ASM inh	Eya2 inh	TSHR antag	ELG1 DNA repair	AT treatment	BCR signal inh	TCR act	Mito fusion yeast
# `CCC(=O)n1nc(-c2cccnc2)nc1NCc1cccs1` as listed: -7%	1%	0%	4%	-1%	-2	9%	-5%	-1%	6%	2%
# `COc1ccc(NC(=O)c2ccccc2NC(=O)COc2ccccc2)cc1` as listed: 28%	-6%	2%	-2%	1%	1	6%	4%	-4%	-12%	-3%
# `O=S1(=O)[C@H]2C[C@H](CO)O[C@@]2(CO)CN1Cc1ccc(-c2ccc(F)cc2)cc1` as listed: 11%	1%	-1%	7%	3%	-2	?	4%	?	4%[46.1 µM]	.

# Later entries:
molecule	a7 integrin act	PTAP TSG101 blk	Tb PFK inh	S-ASM inh	Eya2 inh	TSHR antag	ELG1 DNA repair	AT treatment	BCR signal inh	TCR act	Mito fusion yeast
COc1cccc(-c2nc3n(n2)C(c2cccs2)C(C(=O)Nc2cccnc2)=C(C)N3)c1 (stereo not given)	0%	-5%	-3%	-2%	12%	6	-8%	3%	-2%	5%	-2%
CCCCCCCC(=O)N1c2ccccc2NC(=O)C1CC(=O)Nc1ccc(C(=O)O)cc1 (stereo not given)	37%	-9%	-3%	-3%	11%	2	1%	-8%	6%	1%	-1%
CCCCCC(=O)N1CCN(CCN=CC2=C(O)CC(c3ccc(OC)cc3)CC2=O)CC1 (stereo not given)	32%&-16%	0%&-3%	8%	4%&-1%	13%	0	13%	-2%	-6%	-67%&-1%	0%
CCc1nc(NCc2ccc3c(c2)OCO3)c2oc3ccccc3c2n1	-4%	-3%	1%	?	-37%	-16	-19%	-3%	0%	6%	19%
O=C1C=C(c2cc(C(F)(F)F)cc(C(F)(F)F)c2)C[C@@H](c2ccc3c(c2)OCO3)C1	-11%	-5%	-9%	-4%	-17%	-12	7%	7%	?	-2%	3%
N#Cc1c(SCC(N)=O)nsc1SCc1ccccc1Cl	20%	0%	1%	-3%	-18%	-33	5%	-5%	-1%	15%	5%
C=CCNC(=O)c1onc(CSc2ccncc2)c1C(=O)NCC=C	7%	1%	3%	4%	-5%	-2	12%	-19%	1%	5%	-14%
Cc1ccc(SCC(=O)Nc2ccc(N3CCN(C)CC3)c(F)c2)c(C)c1	7%	-8%	-1%	0%	-1%	9	6%	1%	2%	-8%	-1%
CCN1CCN(C(c2cccs2)C(C)NS(=O)(=O)c2ccccc2)CC1 (stereo not given)	0%	0%	-4%	-2%	-16%	4	7%	-1%	4%	-1%	-5%
Cc1ccc(-c2nnn(CC(=O)N(Cc3cccs3)C(C(=O)NC(C)(C)C)c3ccco3)n2)o1 (stereo not given)	-1%	-1%	3%	-3%	7%	0	-23%	-2%	3%	-1%	-6%

# Looked up by compound from above (2):
molecule	a7 integrin act	PTAP TSG101 blk	Tb PFK inh	S-ASM inh	Eya2 inh	TSHR antag	ELG1 DNA repair	AT treatment	BCR signal inh	TCR act	Mito fusion yeast
Cc1ccc(S(=O)(=O)N2CCC(C(=O)NN3CCCCC3)CC2)cc1	27%	0%	-12%	-1%	13%	6	7%	0%	1%	2%	-3%
CCCCCCCC(=O)N1c2ccccc2NC(=O)C1CC(=O)Nc1ccc(C(=O)O)cc1 (stereo not given)	37%	-9%	-3%	-3%	11%	2	1%	-8%	6%	1%	-1%

# Following part.
molecule	a7 integrin act	PTAP TSG101 blk	Tb PFK inh	S-ASM inh	Eya2 inh	TSHR antag	ELG1 DNA repair	AT treatment	BCR signal inh	TCR act	Mito fusion yeast
N#Cc1c(N2C(=O)Nc3ccccc3N2O)sc2c1CCCC2	-6%	-2%	0%	6%	-9%	-8	?	-4%	?	-3%	-1%
CC(=O)c1cccc(-n2nnnc2SCC(=O)NNC(=O)C2CCCCC2)c1	0%	0%	1%	-4%	-3%	11	11%	1%	-1%	0%	4%
Cn1c(=O)c2c(nc(NCc3ccco3)n2CC(O)COc2ccccc2)n(C)c1=O (stereo not given)	-29%	-3%	4%	-2%	-21%	-1	?	-3%	-3%	1%	4%
CN(C)C(C)(C)C#CCC(c1ccccc1)c1ccccc1	-30%	-1%	-1%	3%	-16%	-6	0%	-1%	-11%	-6%[46.1 µM]	-1%
CCN(CC)C(=O)c1[nH]cnc1C(=O)NCc1ccccc1	-14%	-1%	0%	-1%	-5%	27	?	-1%	4%	1%	.
CCOC(=O)c1cc(C)nn1-c1nc(Cl)cc(OC)n1	-19%	-4%	-5%	2%	5%	9	-2%	-16%	1%	0%[46.1 µM]	0%
CCOC(=O)Cc1nnc(NC(=O)CSc2ncc(-c3ccccc3)nn2)s1	-14%	-4%	-5%	-1%	4%	-9	4%	-1%	-8%	7%	3%
O=c1[nH]c(CN(CCc2ccccc2)S(=O)(=O)c2ccc(Cl)cc2)nc2ccccc12	-4%	-3%	0%	-8%	3%	2	?	-1%	1%	3%	-1%
O=C(c1cc(Cl)ccc1Cl)N1CCN(Cc2ccccc2)CC1	?	-5%	-9%	-2%	-3%	-3	?	-9%	-13%	14%	1%
O=C1CCCC/C1=C/Nc1ccc(C(=O)O)cc1	7%	-3%	1%	6%	3%	3	?	0%	?	-2%	0%
Cc1nc(NC(=O)CCC(=O)O)sc1C(=O)N(C)C	9%	-1%	-1%	4%	-14%	-6	-3%	2%	0%	-8%	2%
CC(OC(=O)c1cccnc1Cl)C(=O)Nc1ccc(S(N)(=O)=O)cc1 (stereo not given)	0%	0%	1%	0%	-4%	14	6%	1%	-1%	0%	5%
